Bioassay records: PubChem, Columbia University Molecular Screening Center
Htt clearance = compounds clearing mutant huntingtin protein; 47,000 compounds, 0.42% hits; inhibition, % at 1.5 µM; HeLa Exon1htt(103Q)mCFP, aggregate imaging; zero = plate's median compound well;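 active = inhibition of aggregate fluorescence above about 70%, also judged a hit by eye on the cell image, limit read from the data, passing the limit was not always enough; inconclusive = no rule stated for this call; inactive = not judged a hit on image review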;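 also: cells exposed to compound for three days before fixation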
Htt clearance grain fraction = further read-out of Htt clearance, marked with its call; fraction fluorescence in grains; measured here: aggregate grain fluorescence fraction; active compounds read low;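 scaled fraction of total cell fluorescence in grains with unit not stated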
Active calls of the source: *; i = inactive; ? = inconclusive; · = not tested or not shown. These rows are one share of the data; count on the stated rates, not on these rows.

SMILES	Htt clearance	Htt clearance grain fraction
O=C(Nc1nncs1)Oc1ccccc1	-73	30
C=CCn1cnc2scc(-c3ccc(CC)cc3)c2c1=O	-5	25
Cc1ccc(CC2CC(=O)N(c3ccc4c(c3)OCCO4)C2=O)cc1 (configuration not stated)	-16	39
CCOC(=O)C(NC(=O)Nc1ccccc1)(OCC)C(F)(F)F (configuration not stated)	11	16
CC(C)c1nnc(NC(=O)c2cnccn2)s1	22	15
CCOC(=O)N1CCN(C(=O)C2CCCN(Cc3nc(-c4ccc(Cl)cc4)oc3C)C2)CC1 (configuration not stated)	17	40
COc1cccc(N2CCN(C3OC(=O)c4ccccc43)CC2)c1 (configuration not stated)	5	20
Cc1nc2nc(C)c(CCC(=O)NCCCN3CCN(c4cccc(Cl)c4)CC3)c(C)n2n1	20	16
O=C(NCC1c2ccccc2CCN1C(=O)CN1CCOCC1)C1CCCCC1 (configuration not stated)	-32	54
Cn1cccc1C1NC(=O)c2c(sc3c2CCC(C(C)(C)C)C3)N1 (configuration not stated)	-153	45
Cc1cc(C)c2nc(SCC(=O)N3CCCCC3)c(C#N)cc2c1	30	26
COc1ccc(C(=O)Nc2nncs2)cc1S(=O)(=O)N1CC(c2ccccc2)CC1=O (configuration not stated)	-4	49
COc1c(C(=O)Nc2c(C)n(C)n(-c3ccccc3)c2=O)ccc2ccccc12	11	17
CCc1nnc(NC(=O)c2ccc3c(c2)C(=O)N(CC(C)C)C3=O)s1	-42	27
CCn1c(SCC(=O)Nc2ccccc2)nnc1C1CCCCC1	12	18
COCCNC(=O)C(=O)Nc1cccc(Br)c1	-14	26
O=C(CSc1nnnn1C1CCCCC1)N1CCc2ccccc21	36	24
COc1nc(NC(C)(C)C)nc(Oc2ccc(=O)n(C)n2)n1	61	16
COCCOC(=O)C1=C(C)OC(N)=C(C#N)C1c1ccc2c(c1)OCO2 (configuration not stated)	-39	23
Cc1ccccc1Cn1nnc(-c2ccc3c(c2)OCO3)n1	22	15
Cc1ccc2c(c1)C(O)(c1c(C)[nH]c3ccccc13)C(=O)N2 (configuration not stated)	33	12
COc1cc(OC)cc(-c2nnc(SCc3cccc(C(=O)O)c3)o2)c1	-26	25
COc1cc2ccccc2cc1C(=O)N1CCN(C)CC1	-31	45
CNC(=O)/C=C1\NC(C)(C)Cc2c1ccc1ccccc21	-17	45
O=C1S/C(=C\c2ccc(N3CCOCC3)o2)C(=O)N1Cc1c(F)cccc1Cl	-22	36
C/C=C(\C)c1nnc(NC(=O)C(C)C)s1	36	13
O=C(O)CCC(=O)N1CCc2cc(S(=O)(=O)N3CCN(c4ccc(F)cc4)CC3)ccc21	-210	140
COc1ccc(NS(=O)(=O)c2cc(C)ccc2NC(=O)c2cc(C)oc2C)cc1	-325	83
O=S(=O)(NCc1ccccc1)c1ccc(S(=O)(=O)N2CCCCC2)cc1	-30	40
COC(=O)c1ccc(Cl)c(NC(=O)NC2CCCCC2)c1	12	32
CC(C)OC(=O)CN1CCN(C2c3ccccc3-c3ccccc32)CC1	-20	46
COC(=O)c1cc(NS(=O)(=O)c2ccc(OC)c(OC)c2)ccc1Cl	-16	21
CC(C)n1c(NCc2ccc(N(C)C)cc2)nc2ccccc21	13	16
O=C(CCN1CCOCC1)Nc1ccccc1	?	·
O=C(Nc1ccc(N2CCOCC2)c(Cl)c1)c1c(F)c(F)c(F)c(F)c1F	-144	43
O=c1oc2cc(O)ccc2cc1-c1ccc(F)cc1	-6	21
C=CCn1c(SCCCCCC)nc(O)cc1=O	-39	23
CC1(C)CC(=O)C=C(NCC(=O)O)C1	21	29
CNCc1cc2ccc(C)cc2[nH]c1=O	-30	46
N#CC12CCCCC1CC1CCCCC1(C#N)N2Cc1cccnc1 (configuration not stated)	-23	41
Cc1cc(OCC(O)CN2CCN(CCO)CC2)ccc1C(C)C (configuration not stated)	-11	20
CCCCNC(=O)Nc1cc(C)on1	17	17
COc1ccc(-c2nnc(SCCOc3cccc(C)c3)n2N)cc1	-12	45
COc1ccc(N/C(C)=C2/C(=O)C(=O)N(CCO)C2c2ccc(Br)cc2)cc1 (configuration not stated)	-4	42
CCCC(C)NC(=O)c1nc(-c2ccccc2)n(-c2ccccc2)n1 (configuration not stated)	45	11
O=C(O)C1Cc2ccccc2CN1C(=O)c1ccccc1 (configuration not stated)	-43	26
Cn1ncc(Br)c1C(=O)Nc1ccc(F)cc1F	-37	27
Cc1ccc(C(c2sc3nc(C)nn3c2O)N2CCN(c3ccc(F)cc3)CC2)cc1 (configuration not stated)	-31	44
CC(=O)c1ccc(NC(=O)CSC(C)C)cc1	-25	47
CCCCn1nnnc1SCC(=O)Nc1ccc(C)cc1	35	22
CCCCN(CCCC)c1cc(C)nc(-c2ccccc2O)n1	15	32
COCCNC(=O)C(c1ccc(C)o1)N(Cc1ccccc1)C(=O)Cn1nnc2ccccc21 (configuration not stated)	1	20
CCN(CC)c1ccc(SS(=O)(=O)O)cc1	-8	45
CON(C)c1nc(OCCNC(=O)OCc2ccc(Cl)cc2C)nc(N(C)C)n1	70	5.4
COc1ccc(C2CC(=O)c3c(C)nc(N4CCN(Cc5ccccc5)CC4)nc3C2)cc1OC (configuration not stated)	-27	39
COCCSc1nc2sc3c(c2c(=O)n1-c1ccccc1)CCN(C)C3	61	9.2
CCN(CC)C(=O)CSc1nnc(-c2cc(OC)cc(OC)c2)o1	-12	22
CCn1c(CNc2ccc(C)cc2C)nnc1SCC(=O)N1CCCc2ccccc21	i	267
O=C(OCCN1C(=O)c2ccccc2C1=O)c1cc(=O)[nH]c2ccccc12	37	12
CCOc1ccccc1N1CCN(C(=O)c2cc3c(s2)CCC3)CC1	-11	48

Carrying on.
SMILES	Htt clearance	Htt clearance grain fraction
O=C(O)CNC(=O)CCN1C(=O)c2ccccc2C1=O	-39	45
CC(C)COC(=O)N1CCCC1C(=O)O (configuration not stated)	18	16
Cc1cc(S(=O)(=O)N2CCOCC2)ccc1F	3	18
O=C(Nc1ccccc1F)C1CCCN(S(=O)(=O)c2cccc3cccnc23)C1 (configuration not stated)	-9	53
O=C(CSC(=S)N1CCCCC1)N1N=CCC1c1ccccc1 (configuration not stated)	19	23
Cc1cc(C)cc(NC(=S)N2CCC(c3nc4ccccc4s3)CC2)c1	-7	31
COCCSc1nnc(NC(=O)COC)s1	15	29
Cc1ccc2[nH]c(=O)c(CN(CCO)C(=O)N(C)C)cc2c1	-50	30
Cc1cc(C)nc(N2CCC(C(=O)Nc3nnc(C)s3)CC2)n1	7	37
COCCN(C(=O)Nc1ccccc1)C(C)c1cccnc1 (configuration not stated)	36	32
CC(NC(=O)C1CCCN(S(=O)(=O)c2cccs2)C1)c1ccccc1 (configuration not stated)	17	26
CCCS(=O)(=O)N1CCN(Cc2ccncc2)CC1	-64	34
COC(=O)c1cc(CSc2nnc(-c3ccccc3)c(-c3ccccc3)n2)oc1C	-27	44
O=C(OCC(CO)OC(CO)n1ccc(=O)[nH]c1=O)c1ccccc1 (configuration not stated)	9	37
COc1ccc(NC(=O)CN(c2ccc(C(C)C)cc2)S(=O)(=O)c2c(C)noc2C)cc1OC	35	20
CC(C)(CNCC(O)c1ccccc1)N1CCOCC1 (configuration not stated)	-33	27
CCOC(=O)c1cn(CC)c2cc(N3CCCCC3)c(F)cc2c1=O	-22	23
Cc1nc(NCCN2CCOCC2)c2nnn(Cc3c(F)cccc3Cl)c2n1	-23	45
O/N=C1\CCc2cc(Cl)ccc21	11	30
C=CCN1C(=O)CS/C1=C(\C#N)S(=O)(=O)c1ccc(C)cc1	-119	43
CCOC(=O)c1[nH]c2ccccc2c1NC(=O)c1cc(OC)c(OC)c(OC)c1	-6	18
COc1cccc(C(=O)CSc2nc3cccnc3n2C)c1	-11	22
CCC(Sc1nc(C)cc(C)n1)C(=O)Nc1ccc(Cl)cn1 (configuration not stated)	-23	24
CCOCCCNCc1cccc(OC)c1	-41	50
O=C(Cc1ccccc1)Nc1cccc(-c2nnc(-c3ccco3)o2)c1	20	29
CCCN(CCC)C1Sc2ccc(C(=O)OC)cc2NC1=O (configuration not stated)	-17	23
CCOc1ccc(NC(=O)N2CCN(c3nc4ccccc4s3)CC2)cc1	14	27
CCCCCc1nc2ccccc2c(=O)n1N	7	18
O=C(NC1CCCCC1)NC1CC2CCC(C1)N2Cc1nnnn1Cc1ccc2c(c1)OCO2 (configuration not stated)	27	29
CC(C)c1nnc(NC(=O)CCC(=O)NCC2CCCO2)s1 (configuration not stated)	-52	52
Cc1c(NC(=O)Cn2nc(C(=O)O)c3ccccc3c2=O)c(=O)n(-c2ccccc2)n1C	-6	20
Cc1ccc(C(=O)CCNc2ccc(Cl)cc2)o1	22	15
O=C(Nc1ccc2c(c1)OCCO2)c1c(F)c(F)c(F)c(F)c1F	-6	18
COC(=O)C1CCN(C(=O)COC(=O)Cn2cnnn2)CC1	15	18
Cc1cc2ccccc2c(=O)n1CC(=O)NCC(=O)N1CCN(c2cccc(Cl)c2)CC1	24	29
CCc1ccc(NC2=NC(C(=O)NC3CCCCC3)CC(=O)N2)cc1 (configuration not stated)	-49	31
CCOC(=O)c1cc(C(=O)OCC)c2cc(Br)ccc2n1	5	19
CC(C)(C)OC(=O)NCCc1nnc(S(=O)(=O)Cc2ccc(Cl)cc2Cl)o1	39	26
CCOC(=O)Cn1c(=O)oc2cc(S(=O)(=O)Nc3cc(OCC)ccc3OCC)ccc21	-24	46
O=c1[nH]cnc2c1nc(SCc1ccccc1)n2C1OC(CO)C(O)C1O (configuration not stated)	9	34
Cc1ccc(C(=O)N2CC(C)OC(C)C2)c(Cl)c1 (configuration not stated)	-10	18
O=C(Nc1ccccc1)c1nnsc1S(=O)c1ccc(Cl)cc1 (configuration not stated)	-52	47
O=C(C(Cc1ccccc1)n1cccc1)N1CCN(C2CCCCC2)CC1 (configuration not stated)	-39	69
CCCCNC(=O)Nc1cc(C(F)(F)F)c[nH]c1=O	-28	46
C/C(Cl)=C/Cn1c(=O)c2c(nc(Br)n2Cc2ccccc2)n(C)c1=O	15	31
CC(=O)Cc1nsc(NC(=O)c2ccc(-c3cc(C(F)(F)F)ccc3Cl)o2)n1	30	14
O=C(NC(CSCc1ccccc1)C(=O)N/N=C/c1ccc(O)cc1O)c1ccc([N+](=O)[O-])cc1 (configuration not stated)	35	21
O=C(NCc1ccccc1)c1cc(-n2cnnc2)ccc1Cl	-42	28
COC(=O)C(NS(C)(=O)=O)(c1c(C)[nH]c2ccccc12)C(F)(F)F (configuration not stated)	-31	45
COc1cc(NC2c3ccccc3C(=O)N2Cc2ccc3c(c2)OCO3)cc(OC)c1OC (configuration not stated)	9	47
COc1cc2c(C(=O)NCCCOC(C)C)cn(CC(C)C)c(=O)c2cc1OC	6	31
O=C(c1ccco1)N1CCN(C(=O)N2c3ccccc3Sc3ccccc32)CC1	-100	37
CC(=O)Oc1ccc(N2C(=O)CCC2=O)cc1	-2	19
COc1ccc(-c2ccc(C#N)c(SCC(=O)OCc3ccccc3)n2)cc1OC	49	19
CCC(C)(C)n1nnnc1C(c1cccs1)N1CCN(c2nc3ccccc3s2)CC1 (configuration not stated)	-67	61
Cn1c(=O)c2cc(S(=O)(=O)NC(C(=O)NCc3cccnc3)c3ccccc3)ccc2n(C)c1=O (configuration not stated)	19	27
O=S(=O)(NC1CC2CCC1C2)c1ccc(Br)s1 (configuration not stated)	38	10
O=C(Oc1ccc(Br)cc1C(=S)N1CCCC1)c1ccccc1Cl	-30	40
CCOC(=O)c1ccc2nc(NC(=O)c3cccs3)sc2c1	44	12
Nc1c(C(=O)c2ccccc2)oc2ccccc12	36	24

Exported with the structure last: 17 of the compounds above
| Htt clearance | Htt clearance grain fraction | SMILES |
| --- | --- | --- |
| -10 | 18 | Cc1ccc(C(=O)N2CC(C)OC(C)C2)c(Cl)c1 (configuration not stated) |
| -52 | 47 | O=C(Nc1ccccc1)c1nnsc1S(=O)c1ccc(Cl)cc1 (configuration not stated) |
| -39 | 69 | O=C(C(Cc1ccccc1)n1cccc1)N1CCN(C2CCCCC2)CC1 (configuration not stated) |
| -28 | 46 | CCCCNC(=O)Nc1cc(C(F)(F)F)c[nH]c1=O |
| 15 | 31 | C/C(Cl)=C/Cn1c(=O)c2c(nc(Br)n2Cc2ccccc2)n(C)c1=O |
| 30 | 14 | CC(=O)Cc1nsc(NC(=O)c2ccc(-c3cc(C(F)(F)F)ccc3Cl)o2)n1 |
| 35 | 21 | O=C(NC(CSCc1ccccc1)C(=O)N/N=C/c1ccc(O)cc1O)c1ccc([N+](=O)[O-])cc1 (configuration not stated) |
| -42 | 28 | O=C(NCc1ccccc1)c1cc(-n2cnnc2)ccc1Cl |
| -31 | 45 | COC(=O)C(NS(C)(=O)=O)(c1c(C)[nH]c2ccccc12)C(F)(F)F (configuration not stated) |
| 9 | 47 | COc1cc(NC2c3ccccc3C(=O)N2Cc2ccc3c(c2)OCO3)cc(OC)c1OC (configuration not stated) |
| 6 | 31 | COc1cc2c(C(=O)NCCCOC(C)C)cn(CC(C)C)c(=O)c2cc1OC |
| -100 | 37 | O=C(c1ccco1)N1CCN(C(=O)N2c3ccccc3Sc3ccccc32)CC1 |
| -2 | 19 | CC(=O)Oc1ccc(N2C(=O)CCC2=O)cc1 |
| 49 | 19 | COc1ccc(-c2ccc(C#N)c(SCC(=O)OCc3ccccc3)n2)cc1OC |
| -67 | 61 | CCC(C)(C)n1nnnc1C(c1cccs1)N1CCN(c2nc3ccccc3s2)CC1 (configuration not stated) |
| 19 | 27 | Cn1c(=O)c2cc(S(=O)(=O)NC(C(=O)NCc3cccnc3)c3ccccc3)ccc2n(C)c1=O (configuration not stated) |
| 38 | 10 | O=S(=O)(NC1CC2CCC1C2)c1ccc(Br)s1 (configuration not stated) |

Other records
SMILES	Htt clearance	Htt clearance grain fraction
N#Cc1ccc(-c2csc(NC(=O)C3CC3)n2)cc1	34	23
CCC(=O)Nc1cccc(NC(=O)CSc2nnc(C(C)C)n2CC)c1	22	26
O=C(CSCc1c(F)cccc1Cl)NCC1CCCO1 (configuration not stated)	-10	42
O=C(O)COc1ccc(Cl)cc1CO	31	13
Oc1ccccc1C1=Nc2nc3ccccc3n2C(c2ccccc2)C1 (configuration not stated)	-48	24
